Screening data from PubChem BioAssay.
West Nile virus CPE: inhibition of WNV-induced cytopathic effect – cell-based, CPE readout (AID 1621); hit rate 0.02% among 290,000; CPE inhibition, % at 10 µM, or IC50 in µM where a hit was titrated; West Nile virus-infected cells, CPE inhibition; higher % means a stronger effect; in the data active = a potency from the dose series; inconclusive = CPE inhibition mostly from about 3.7% at the one dose, without a potency; inactive = the rest, 99 in 100 with CPE inhibition below about 2.2%; note: strong numbers were not always called active
WT yeast gro inh: growth inhibition of WT yeast, mitochondrial fusion screen; inhibition, % at 10 µM; mitochondrial fusion phenotypic screen, WT strain; hit rate 2.1% among 190,000; in the data active = inhibition above about 58%; tested in S. cerevisiae
Rac1 GTP hydrolysis: MgcRacGAP GTPase-activating activity inhibitors, confirmation, biochemical, ADP Hunter fluorescence. MgcRacGAP-stimulated Rac1 GTP hydrolysis, ADP Hunter fluorescence; higher % means a stronger effect; GST-tagged Rac1 F28L mutant substrate. inhibition, % at 30 µM, or IC50 in µM where a hit was titrated. hit rate 0.6% among 340,000. AID 624330;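 active = first-screen hits whose inhibition reached a set limit at any dose in the follow-up dose series; inconclusive = inhibition above the set first-screen limit but never retested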;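 note: fluorescence reports GDP produced by GAP-driven GTP hydrolysis; strong numbers were not always called active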
RSV antiviral HEp-2: RSV antiviral activity via CPE protection, HEp-2 cells, primary 10 µM value included (AID 2391); HEp-2 cells, RSV-induced CPE inhibition; higher % means a stronger effect; CPE inhibition, % at 10 µM, or IC50 in µM where a hit was titrated; hit rate 0.13% among 310,000; in the data active = a potency from the dose series; inconclusive = CPE inhibition mostly from about 23% at the one dose, without a potency; inactive = the rest, 99 in 100 with CPE inhibition below about 21%; note: strong numbers were not always called active
Myeloid diff 2: compounds promoting myeloid differentiation. ER-HoxA9 myeloid progenitors, lysozyme-GFP differentiation, flow cytometry. calls only at 10 µM. hit rate 1% among 360,000. AID 624256;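 active = normalized GFP-positive differentiation at or above the plate's own cutoff, the solvent-only control mean plus 3 SD; inconclusive = no clear call, values can overlap the other calls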;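 note: cells exposed to compound for four days before flow analysis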
T cell HTS: modulates CD8 T cell binding to vesicles. 2C CD8+ T cell-vesicle binding, flow cytometry; hits give low values. calls only at 7 µM. hit rate 0.068% among 330,000;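 active = response, share of CD8 T cells binding vesicles, and their 90th percentile fluorescence all below set limits, cut at about 80% in these data, passing the limit was not always enough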
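Incubation: binding step 1.5 h, 37 °C, antibody labelling 20 min, ice; system: murine 2C transgenic CD8+ T lymphocytes; technique: cytometric PE anti-B7-1 and Alexa647 anti-CD8 signals after 1% paraformaldehyde fixation; also added: QL9-charged Drosophila Ld/ICAM-1/B7-1 vesicles; control set: naked versus QL9-loaded vesicles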
b-catenin transl: beta-catenin nuclear translocation modulation; HeLa beta-catenin nuclear translocation, immunofluorescence imaging; nuclear translocation activity, % at 5 µM; hit rate 0.3% among 190,000;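 active = nuclear translocation activity above 50% at 5 µM, with a well cell count of 50 or more; inconclusive = wells under 50 cells across six images, flagged as toxic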;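 note: per-cell ratio of nuclear to cytoplasmic median beta-catenin stain intensity; plate controls were DMSO negative control for no effect and GSK-3 inhibitor IX positive control for full effect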
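test system = HeLa cells, endogenous beta-catenin | dosing = single 5 µM dose plus 0.02–20 µM confirmation series | times = compound treatment 24 h, 37°C, 5% CO2 | technique = beta-catenin immunofluorescence imaging with DAPI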
Large T inhibition: SV40 large T antigen inhibitors, biochemical (AID 1903); SV40 large T antigen ATPase/helicase inhibition assay; higher % means a stronger effect; inhibition, % at 20 µM, or IC50 in µM where a hit was titrated; hit rate 0.39% among 310,000; in the data active = a potency from the dose series; inconclusive = inhibition mostly from about 32% at the one dose, without a potency; inactive = the rest, 99 in 100 with inhibition below about 32%; note: strong numbers were not always called active
Salmonella PhoP GFP: inhibitors of PhoP regulon expression, primary screen, Salmonella Typhimurium, GFP reporter (AID 1863) | S. Typhimurium PhoP-regulated promoter GFP reporter, 4 h; higher % means a stronger effect | inhibition, % at 50 µM, or IC50 in µM where a hit was titrated | hit rate 0.16% among 300,000;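 active = inhibition over 29.93%, a cutoff 3 SD above the screen mean, later confirmed by dose response; inconclusive = inhibition over 29.93% but no dose response follow-up; inactive = inhibition at most 29.93% or unconfirmed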;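 note: 0% = low Mg2+ inducing control and 100% = high Mg2+ repressing control; strong numbers were not always called active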
WT yeast gro inh mutant strain: second read-out of WT yeast gro inh, no call of its own (marks repeat the call); inhibition, %; mitochondrial fusion phenotypic screen, mutant strain inhibition
b-catenin transl cell count 5 µM: further read-out of b-catenin transl, marked with its call; cell count; measured here: cell count, cytotoxicity flag
T cell HTS vesicle-bound %: also measured in T cell HTS; calls as there; double positive events, %; measured here: CD8+ vesicle-bound cell fraction;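 binding gate set so that unloaded-vesicle control wells show 10% double positive cells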
Myeloid diff 2 GFP+ MAC1+ %: also measured in Myeloid diff 2; calls as there; GFP+ MAC1+ double positive, %; measured here: differentiation confirmed by MAC1 staining
* = called active by the depositor; i = inactive; ? = inconclusive; nt = no result given; & = joins results of further samples. Compounds as they come; 3.6% or so of the library scored in one or more.

SMILES	West Nile virus CPE	WT yeast gro inh	WT yeast gro inh mutant strain	Rac1 GTP hydrolysis	RSV antiviral HEp-2	Myeloid diff 2	Myeloid diff 2 GFP+ MAC1+ %	T cell HTS	T cell HTS vesicle-bound %	b-catenin transl	b-catenin transl cell count 5 µM	Large T inhibition	Salmonella PhoP GFP
Cc1ccnc2nc(C(=O)OCCOc3ccccc3)nn12	0.2%	-2.7	-1.9	8.9%	1.1%	i	0.7	i	53.5	-2.9	992	9.0%	-6.1%
CSCCC(NC(=O)c1ccco1)C(=O)OCC(=O)N1c2ccccc2NC(=O)C1(C)C (centres undefined)	nt	nt	nt	4.2%	-0.6%	i	0.3	i	52.7	nt	nt	nt	nt
COc1ccc(-c2[nH]ncc2CN2CCC(OCc3ccccc3)CC2)c(F)c1	-0.4%	-1.6	-2.9	6.5%	-3.4%	i	0.1	i	28.7	-1.6	1016	6.8%	-3.9%
COC(=O)COc1ccccc1C(=O)Nc1ccc(OC)cc1	0.7%	-4.9	7.1	3.8%	0.3%	i	0.2	i	55.8	0.1	992	0.4%	2.6%
CCC(=O)N1CCc2cc(S(=O)(=O)NCCC(=O)N3CC=C(c4ccccc4)CC3)ccc21	-1.2%	7.7	14.1	3.5%	2.8%	i	2.4	i	40.5	-2.3	942	15.3%	-10.7%
COc1ccccc1Oc1cc(C#N)c(C#N)cc1-n1nnc2ccccc21	nt	6.5	-10.1	2.6%	0.9%	i	1.6	i	28.2	0.4	1393	1.7%	0.3%
CCOC(=O)N1CCC(NC(=O)c2cc3cc4cc(OC)ccc4nc3o2)CC1	-0.3%	7.3	-11.0	9.9%	20.2%	i	1.0	i	36.9	0.2	1440	16.3%	3.0%
COC(=O)c1noc(C)c1-c1ccnn1C(=O)c1ccc(Cl)cc1	0.2%	nt	nt	7.7%	0.8%	i	0.6	i	34.6	-2.9	1195	4.4%	-3.7%
CCCN(CCC)Cc1c(C(=O)N/N=C/C(C)=C\c2ccccc2)nnn1-c1nonc1N	0.6%	nt	nt	5.8%	6.2%	i	0.3	i	12.9	nt	nt	7.0%	10.6%
Cc1ccc(NS(=O)(=O)c2ccccc2F)cc1S(=O)(=O)N1CCCCC1	nt	nt	nt	2.7%	1.1%	i	0.8	i	33.6	nt	nt	nt	nt
N#Cc1nc(-c2ccc(Cl)cc2)oc1NCCc1ccccn1	-0.7%	-17.2	-25.4	8.1%	0.1%	i	0.7	i	29.2	-1.1	1024	17.0%	3.1%
CCCc1n(CC)c2ccccc2[n+]1CC(O)COC1CCCCC1 (centres undefined)	1.9%	2.8	4.1	5.8%	-0.6%	i	0.5	i	58.7	-4.3	549	6.9%	-1.8%
Cc1ccc2c(c1)N(Cc1cccc(F)c1)C(=O)C(C)O2 (centres undefined)	-0.9%	nt	nt	-0.8%	0.9%	i	0.2	i	27.7	nt	nt	19.8%	4.3%
CCOC(=O)CN1CC23C=CC(O2)C(C(=O)N2CCN(c4ccc(F)cc4)CC2)C3C1=O (centres undefined)	0.7%	4.1	6.8	1.1%	3.2%	i	1.9	i	40.0	4.2	978	5.0%&4.5%	-7.3%
O=C(O)c1cc2nc(-c3cccs3)cc(C(F)(F)F)n2n1	-0.3%	-6.6	-2.5	6.2%	1.2%	i	0.2	i	49.6	1.3	895	8.5%	4.8%
CCOC(=O)C1CCN(c2nc3ccccc3n2CC(=O)c2ccccc2)CC1	-0.6%	-3.8	4.3	6.8%	2.5%	i	0.7	i	38.6	-4.1	1116	4.1%	10.1%
COC(=O)CCC(=O)NS(=O)(=O)c1ccc(N=NN2CCOCC2)cc1	0.3%	-3.7	6.4	-2.4%	0.9%	i	0.2	i	25.5	-3.1	973	3.3%	-4.8%
O=c1[nH]c2ccc(NCc3ccc(F)cc3)cc2[nH]1	0.2%	nt	nt	?	3.5%	i	0.2	i	56.6	nt	nt	13.2µM*	7.1%
COC(=O)c1cc(OC)c(OC)cc1NC(=O)c1cc(OC)cc(OC)c1	0.0%	15.2	9.3	-0.7%	0.2%	i	0.2	i	37.3	1.5	1347	4.7%	-0.1%
Cc1ccc(CNC(=O)CCC2CCCN(Cc3cc4ccccc4o3)C2)o1 (centres undefined)	-0.1%	nt	nt	6.7%	-0.8%	i	0.6	i	51.6	2.4	1178	7.2%	-5.3%
CCN1CCc2c(OCC(=O)N3CCC(C)CC3)cccc2C1=O	-0.4%	-2.1	6.0	-3.9%	1.9%	i	0.6	i	25.8	nt	nt	13.5%	6.0%
COc1ccc(C2C(C(=O)/C=C/c3ccco3)=C(O)C(=O)N2CCN2CCOCC2)cc1OC (centres undefined)	-0.1%	-5.5	6.3	9.8%	7.3%	i	0.1	i	18.6	-1.4	1091	11.5%	-2.9%
CN(C)c1cccc2c(S(=O)(=O)NCc3ccc(S(N)(=O)=O)cc3)cccc12	-0.4%	nt	nt	2.2%	4.5%	i	0.5	i	13.6	-1.6	1146	4.3%	-12.3%
O=C(/C=C/c1ccccc1[N+](=O)[O-])NCCN1C(=O)S/C(=C\c2ccc(F)cc2)C1=O	-0.2%	-46.4	6.5	3.8%	-0.9%	i	0.4	i	53.2	1.6	1546	5.4%	6.5%
Cc1ccc(NC(=O)N2CCC(NC(=O)c3cccc(F)c3)CC2)cc1	0.1%	nt	nt	2.6%	1.0%	i	0.2	i	16.4	nt	nt	1.9%	9.6%
CCn1c(=S)[nH]c2ccccc21	0.5%	8.4	-3.9	16.5%	10.9%	i	1.0	i	60.7	0.2	943	4.7%	10.7%
COc1ccc(CNC(=O)C2CCCN2S(=O)(=O)c2ccc(F)cc2)cc1 (centres undefined)	-0.8%	-3.4	-15.1	-0.6%	0.3%	i	0.3	i	42.6	0.9	1507	-2.2%	-2.3%
CCNC(=S)NNC(=O)c1cc(-c2ccccc2C)nc2ccccc12	-0.3%	-11.2	-11.3	11.9%	-0.3%	i	4.9	i	16.6	-2.7	1375	3.1%	-2.0%
COc1ccc(N2CCN(C(=O)CNS(=O)(=O)c3ccc(C)c(C)c3)CC2)cc1	-0.6%	-1.1	-12.1	14.8%	5.4%	i	0.4	i	45.7	-3.2	1124	19.6%	-3.3%
CCOC(=O)Cc1csc(NC(=O)c2ccc(C)o2)n1	-0.3%	-16.7	-2.2	3.9%	-0.2%	i	7.2	i	36.5	1.5	958	-3.2%	-2.0%
CCOC(=O)CNC(=S)N(Cc1ccccc1)Cc1cccs1	-0.2%	-11.5	-3.0	2.9%	2.2%	i	0.7	i	54.0	nt	nt	4.2%	-7.5%
C/C(Cc1ccccc1)=N\NC(=O)CNC(=O)c1cccc(F)c1	0.2%	nt	nt	8.9%	1.6%	i	0.9	i	1.9	nt	nt	8.8%	-6.9%
O=C(NCc1ccccc1)C1CC(=O)N(C2CCCCC2)C1 (centres undefined)	-0.2%	nt	nt	8.1%	0.7%	i	0.3	i	14.0	nt	nt	16.5%	-6.0%
CCOc1ccc(S(=O)(=O)Nc2ccc(C(=O)N3CCC3)cc2)cc1	nt	nt	nt	4.5%	4.6%	i	0.9	i	27.4	nt	nt	13.4%	-0.6%
COc1ccc(-n2c(SCC(=O)NC3CC3)nc3ccccc3c2=O)cc1OC	nt	nt	nt	-2.5%	0.8%	i	0.5	i	29.2	nt	nt	nt	nt
COC(=O)COc1ccc2cccc(-n3cnnn3)c2c1	0.1%	2.7	-8.8	2.8%	1.8%	i	0.4	i	61.1	0.7	1104	-5.1%	5.0%
COC1=C/C(=C/c2c(O)c(C#N)c3ccccn23)C=CC1=O	0.4%	nt	nt	23.2%	1.2%	i	1.5	i	45.6	0.3	1400	?	-3.0%
Cn1nnnc1SCC(=O)NC1CCCc2ccccc21 (centres undefined)	-0.1%	-5.5	-2.8	6.8%	0.2%	i	0.7	i	45.6	-2.2	1129	9.2%	1.4%
COc1ccccc1N1CCN(Cc2cc(=O)n3ccsc3n2)CC1	0.7%	4.2	0.8	6.4%	1.8%	i	1.0	i	36.5	0.8	1271	11.0%	-5.8%
Cc1ccc(-n2cc(CNCCCN3CCCC3=O)c(-c3ccc(F)cc3)n2)cc1	-1.0%	9.6	12.4	13.4%	0.7%	i	0.1	i	55.2	-0.6	975	9.4%	-9.6%
Cn1nnc(NC(=O)c2cccc(OCc3ccccc3)c2)n1	0.2%	6.9	5.3	7.9%	-0.4%	i	0.2	i	14.2	-0.3	1097	3.2%	8.9%
Cc1ccc(C(=O)COC(=O)CNC(=O)c2cccs2)cc1	0.1%	-20.7	4.9	5.5%	1.3%	i	0.4	i	49.8	-2.5	1206	3.5%	1.6%
Cc1c(O)nc(SCC(=O)Nc2ccc3c4c(cccc24)CC3)n(-c2ccccc2)c1=O	-0.9%	-12.0	-10.3	9.2%	2.8%	i	0.3	i	54.4	nt	nt	28.0%	-10.5%
CC(C)(C)CN1CCN(Cc2nc(-c3ccc(F)cc3)cs2)CC1CCO (centres undefined)	-2.3%	nt	nt	-2.3%	1.3%	i	0.4	i	48.1	nt	nt	3.9%	0.1%
Cn1c(=O)c2c(SCc3ccccn3)nc(C3CC3)nc2n(C)c1=O	0.1%	15.7	3.5	-4.8%	3.0%	i	4.9	i	36.1	0.0	1052	2.4%	5.1%
Cc1nc(SCC(=O)NC2CCCC2)[nH]c(=O)c1C	0.6%	nt	nt	7.1%	0.1%	i	0.4	i	17.3	nt	nt	3.3%	4.6%
CCC1CCCCN1C(=O)Cn1c(C(=O)OC)cc2sc(Cl)cc21 (centres undefined)	-0.9%	-5.2	-4.2	5.8%	1.2%	i	1.5	i	33.1	nt	nt	0.9%	-3.9%
O=C(Cn1cc(S(=O)(=O)Cc2cccc(F)c2)c2ccccc21)N1CCOCC1	0.3%	nt	nt	7.7%	1.2%	i	5.2	i	30.6	nt	nt	5.4%	3.4%
O=C(CCN1C(=O)C2CC=CCC2C1=O)Nc1cccc(S(=O)(=O)N2CCCCC2)c1 (centres undefined)	nt	nt	nt	1.2%	2.6%	i	0.7	i	68.4	nt	nt	nt	nt
